# GALK inhibitor – inhibitors of human galactokinase; P51570; Purified GALK, Kinase-Glo residual ATP luminescence; Potency, µM (highest dose often 57.5 µM), inactives show at the highest dose activity change, negative = inhibition, most hits filed as inhibitors; 0.007% of 270,000 active; further: potency means the concentration at half of the fitted maximal effect
#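 Luminescence from leftover ATP (Ultra-Glo luciferase/luciferin) served as read-out after a 1 h room-temperature reaction of 5 nM GALK with 35 uM ATP and 100 uM galactose.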
# KCNH2 3.1 block – inhibitors of human KCNH2 3.1 potassium channel isoform; U2OS KCNH2 3.1, thallium flux FluxOr; stronger effect = lower value; activity change, % (tested at about 1.8 µM); 0.95% of 340,000 active; AID 720553;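 active means maximum activity change below -70%; inconclusive means maximum activity change from -70% to -50%; inactive means maximum activity change above -50%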;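 further: thallium influx rate constant from kinetic fluorescence after stimulation buffer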
#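 Thallium flux read-out: FluxOr dye with Red40 quencher in HBSS/HEPES, 45 min at RT. Rate constants from kinetic reads were normalized to positive and negative DMSO controls. Cells: U2OS virally expressing the 3.1 isoform.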
# KCNH2 WT inh – KCNH2 (human, wildtype) channel inhibition; Q12809; U2OS, BacMam KCNH2, thallium flux FluxOr; stronger effect = lower value; activity change, % at 1.84 µM; 0.37% of 340,000 active; AID 720551;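 active means maximum activity change below -70%; inconclusive means maximum activity change between -70% and -50%; inactive means maximum activity change above -50%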
# Target sequence (Q12809 whole entry, looked up): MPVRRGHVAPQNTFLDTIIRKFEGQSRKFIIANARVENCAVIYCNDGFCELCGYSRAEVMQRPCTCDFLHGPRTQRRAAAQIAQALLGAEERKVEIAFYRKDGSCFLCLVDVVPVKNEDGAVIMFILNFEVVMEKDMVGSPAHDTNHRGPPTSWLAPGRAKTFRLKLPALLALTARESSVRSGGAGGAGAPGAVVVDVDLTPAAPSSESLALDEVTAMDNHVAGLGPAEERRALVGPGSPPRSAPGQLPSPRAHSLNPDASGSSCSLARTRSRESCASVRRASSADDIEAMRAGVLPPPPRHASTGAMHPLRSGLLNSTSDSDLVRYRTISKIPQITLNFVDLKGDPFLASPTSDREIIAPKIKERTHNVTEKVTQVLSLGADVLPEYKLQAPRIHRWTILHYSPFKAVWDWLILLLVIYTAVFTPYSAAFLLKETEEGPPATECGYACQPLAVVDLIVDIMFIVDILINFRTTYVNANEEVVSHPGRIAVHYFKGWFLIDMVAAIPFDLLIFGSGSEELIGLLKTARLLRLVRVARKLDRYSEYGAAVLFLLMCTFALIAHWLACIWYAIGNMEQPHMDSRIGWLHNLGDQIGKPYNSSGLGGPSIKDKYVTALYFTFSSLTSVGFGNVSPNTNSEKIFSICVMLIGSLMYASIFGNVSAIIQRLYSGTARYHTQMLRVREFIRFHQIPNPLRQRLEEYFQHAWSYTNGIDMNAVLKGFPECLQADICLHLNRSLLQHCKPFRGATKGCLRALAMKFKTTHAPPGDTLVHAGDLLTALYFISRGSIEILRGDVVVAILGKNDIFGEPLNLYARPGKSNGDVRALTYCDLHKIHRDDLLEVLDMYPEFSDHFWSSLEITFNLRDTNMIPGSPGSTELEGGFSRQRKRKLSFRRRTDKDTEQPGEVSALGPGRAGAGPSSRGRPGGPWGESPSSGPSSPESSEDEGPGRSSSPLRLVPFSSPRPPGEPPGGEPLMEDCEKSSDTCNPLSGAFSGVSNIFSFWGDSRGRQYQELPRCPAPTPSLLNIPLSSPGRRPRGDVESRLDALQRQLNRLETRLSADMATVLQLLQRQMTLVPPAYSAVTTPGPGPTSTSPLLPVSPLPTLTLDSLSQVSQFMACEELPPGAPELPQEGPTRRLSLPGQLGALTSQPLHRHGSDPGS
#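 U2OS cells were transduced with wild-type KCNH2 virus (2.03 x 10^8 / mL) for 4 h at room temperature, then cultured overnight at 37 C. Thallium flux was read with FluxOr dye. Rate constants were normalized to DMSO controls.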
# uPA surface inh – blocks generation of uPA at the cell surface; cell surface uPA generation assay, qHTS; Potency, µM (highest dose often 38.3 µM), without a hit: top-dose activity change, negative = inhibition, most hits filed as inhibitors; 0.31% of 330,000 active; active means well fitted inhibition curve with a large enough effect; inconclusive means small, poorly fitted or top-dose-only effect; inactive means no such curve, though single readings can be large or run the other way; tested in mouse RAW 264.7 cells; further: potency means the concentration at half of the fitted maximal effect; nearly all actives have a fitted effect of over 55% in size
# Eya2 phos inh – inhibitors of human Eya2 phosphatase activity | AID 488837 | O00167 | Potency, µM (titrated, usually from 76.9 µM), for inactives: at the highest dose activity, negative = inhibition, usual class: inhibitors | recombinant Eya2, OMFP fluorescence dephosphorylation (OMFP is methylfluorescein phosphate) | 0.006% of 330,000 active; further: potency means the concentration at half of the fitted maximal effect
#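 Eya2 protein (added as 0.2 uM solution) was preincubated with compound for 10 min at ambient temperature in 50 mM HEPES pH 7.5, 50 mM NaCl, 5 uM MgCl2, 0.05% BSA, 1 mM DTT. OMFP (added at 50 uM) then reacted 10 min; fluorescence read at 485/525 nm.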
# USP2a inh – inhibitors of human ubiquitin-specific protease USP2a; O75604; USP2 core, Ub-CHOP2 coupled fluorogenic reporter, 485/531; Potency, µM (titrated, usually from 38.3 µM), for the others: top-dose activity change, negative = inhibition, usual class: inhibitors; 0.01% of 330,000 active; AID 463254;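 further: potency means the concentration at half of the fitted maximal effect; plate controls were DMSO wells for no effect and full inhibition by NEM control for full effect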
#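 Cell-free coupled assay: 10nM USP2 core preincubated 30min RT with compound in Tris-HCl pH 8.0/CaCl2/CHAPS buffer, then 25nM Ub-CHOP2 and 25nM reporter substrate; fluorescence (Ex 485/Em 531) read after 60min RT, normalized to NEM inhibition, concentration-response curves fitted.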
# FBPA coupling cs – counter-screen for Giardia aldolase inhibitors: coupling enzyme system. coupling enzyme system counterscreen, AmpLite Red fluorescence. activity change, negative = inhibition, % at 58.2 µM, hits read low. 0.67% of 290,000 active. AID 2472; in the data active means activity change below about -30%
#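 Fluorescence at 525 nm excitation and 598 nm emission measured inhibition of the coupled detection system without aldolase. Compounds (at 57.5 uM final) were preincubated 10 min at room temperature with coupling enzyme reagent before a 20 min substrate/AmpLite Red step.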
# B2AR arrestin – recruits beta-arrestin to the human beta2-adrenergic receptor; 0.02% of 330,000 active; beta-arrestin recruitment to beta2AR, cell-based reporter; Potency, µM (highest dose often 46.1 µM), for the others: at the top dose activation, most hits filed as activators;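 further: potency means the concentration at half of the fitted maximal effect; 0% = DMSO controls and full agonism = EC100 isoproterenol or metaproterenol; nearly all actives have a fitted effect of over 65% in size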
# BCR signal inh – blocks chronic active B-cell receptor signaling. AID 493014. ABC-DLBCL IkBa-CBG/CBR reporter, luminescence ratio, 4 h. 0.05% of 340,000 active. Potency, µM (top dose mostly 46.1 µM), without a hit: top-dose ratio change, negative = lower green/red ratio, hits mostly inhibitors; active means well fitted inhibition curve with a large enough effect in the signal ratio, with a control signal flat, not every such curve was filed as active; inconclusive means small, poorly fitted or top-dose-only effect, or effect the other way, or a change in a side signal; the % refers to the signal ratio;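 further: potency means the concentration at half of the fitted maximal effect; plate controls were basal doxycycline-induced cells for no effect and cells given 10 µM MG132 for full effect; MG132 reads +100%, hits lower the ratio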
#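 Doxycycline induced both beetle luciferases in TMD8 lymphoma cells; IKK-driven degradation limits the IkappaBalpha-fused green signal, while red luminescence normalises for cell number and nonspecific effects. Compounds tested up to 46 uM, 4 hrs.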
# PKM2 activator – activators of human pyruvate kinase M2. P14618. 0.34% of 260,000 active. purified PKM2, Kinase-Glo ATP luminescence, activation; response scale: 0% is enzyme alone, no compound. Potency, µM (series often up to 57.5 µM), for inactives: top-dose activation, usual class: activators; further: potency means the concentration at half of the fitted maximal effect; nearly all actives have a fitted effect of over 55% in size
#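 Kinase-Glo luminescence reports ATP generated from ADP (0.1 mM) and PEP (0.5 mM) by purified hPK-M2 after 1 h at room temperature, pH 7.2 imidazole buffer; intermediate enzyme activity allows detecting inhibitors and activators.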
# Giardia kill – Giardia lamblia killing | activity change, % at 7.66 µM, hits read low | Giardia lamblia trophozoite viability | 0.15% of 340,000 active | AID 540267; in the data active means activity change below about -80%; inconclusive means between about -30% and that limit;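 further: parasites exposed to compound for two days anaerobically before the ATP read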
#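 Compounds were tested on trophozoites seeded at 100 cells/well and held 48 hrs at 37 deg C anaerobically. An ATP-based luminescent kit measured the remaining live cells.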
# Starred values were filed as active, the others as inactive; ? = inconclusive; / = no result given; & = joins results of further samples; [ ] = remark or other dose. Unless noted, the call rests on the fitted dose curve; in most records, active means well fitted curve in the direction sought with a large enough effect; inconclusive means small, poorly fitted or top-dose-only effect, or another doubt; inactive means no such curve, though single readings can be large; an effect the other way counts as inactive or inconclusive. Unless noted, on the % scale 0 is the no-effect control and ±100 the full control effect.
SMILES,GALK inhibitor,KCNH2 3.1 block,KCNH2 WT inh,uPA surface inh,Eya2 phos inh,USP2a inh,FBPA coupling cs,B2AR arrestin,BCR signal inh,PKM2 activator,Giardia kill
C=CCc1ccccc1OCC(O)Cn1ccnc1C (stereo not given),-2%,-4,5,3%,10%,0%,-2,0.1%,2%,-3%,12
COc1ccc(/C=C/C(=O)OCCNC(=O)c2ccncc2)cc1OC,1%,11,2,3%,-13%,-1%,2,0.1%,0%,4%,9
Cc1noc(C)c1S(=O)(=O)N1CCC(C(=O)N(C)Cc2ccccc2)CC1,0%,-12,8,-4%,-32%,-1%,5,-0.7%,?,3%,1
Cc1ccc(S(=O)(=O)N2CCC(C(=O)OCc3ccc([N+](=O)[O-])cc3)CC2)cc1,1%,?,16,3%,-4%,-8%,0,-0.9%,0%,-14%,-1
CCC1=C2CC[C@H]3C(=O)N(CC)C(=O)[C@H]3[C@H]2[C@@]2(Cc3ccccc3)C(=O)N(Cc3ccccc3)C(=O)N2C1=O,-3%,/,/,-3%,3%,0%,0&3,-0.4%,-1%,0%&-1%,-19
COc1nc(N=C(N)N)nc2ccc(C)cc12,1%,/,/,/,1%,4%,2,-0.1%,6%,-4%,/
CCCSc1nsc(NC(=O)CCC)n1,-1%,11,1,-1%,-17%,-6%,0,-0.3%,?,-5%,-4
COc1cccc(S(=O)(=O)NCC(=O)N2CCCC2)c1,1%,-9,5,26%,-1%,0%,-1,-0.3%,-1%,-11%,-9
CCCCCCSc1ccc([C@@H]2[C@H]3C(=O)N(CC)C(=O)[C@H]3[C@]3(C(=O)OC)CCCCN23)cc1OC,/,-3,-12,24%,-11%,1%,/,-0.4%,15%,/,2
COC(=O)CN(n1cnnc1)S(=O)(=O)c1ccccc1Cl,-2%,-13,-7,1%,-1%,3%,-1,0.1%,?,-6%,-2
Oc1c(Br)cc2oc3c(c2c1CNCc1ccccc1)CCCC3,0%,-31,6,5%,-33%,-1%,-11,0.4%,-13%,0%,30[activator]
O=C(Nc1ccccc1)C1CC(=O)N(c2ccc3c4c(cccc24)CC3)C1 (stereo not given),-2%,5,-3,3%,-11%,0%,-3,-0.1%,-11%,-5%,-9
O=C(NCCc1ccco1)c1ccc(OCc2cn3ccccc3n2)cc1,/,31,2,0%,3%,2%,/,-1.1%,3%,/,-6
N#CCc1c(C#N)c(N)nc(N2CCCC(CO)C2)c1C#N (stereo not given),8%,0,1,-3%,-5%,4%,-11,0.4%,1%,5%,-20
CCC1CCCCN1CCCNC(=O)CS(=O)(=O)Cc1nc(-c2cccc(OC)c2)oc1C (stereo not given),5%,-13,10,-20%,-4%,0%,1,3.4%,-26%,-1%,-6
CC(C)C(NC(=O)c1ccco1)C(=O)OCc1cc([N+](=O)[O-])cc2c1OCOC2 (stereo not given),1%,19,-13,-3%,-16%,-2%,0,-0.9%,-4%,1%,8
COc1ccc2[nH]c(C(=O)Nc3ccc4c(c3)OCO4)cc2c1,0%,-10,1,-18%,1%,3%,-3,-0.8%,?,-1%,-13
Cc1ccc(-c2onc3ccc(C(=O)/C=C/N(C)C)cc23)cc1,-3%,2,-5,0%,1%,1%,1,0.1%,?,/,-12
COc1ccc(NS(=O)(=O)c2ccc(C(=O)N3CCN(c4ccc(F)cc4)CC3)cc2)cc1,/,0,-2,?,-11%,0%,/,0.5%,0%,/,6
O=C(C1COc2ccccc2O1)N1CCN(c2nc3c(F)cc(F)cc3s2)CC1 (stereo not given),/,36,3,2%,-6%,-1%,/,-1.4%,0%,/,7
COc1cc(NC(=O)C2CCN(S(=O)(=O)c3ccc4[nH]c(=O)oc4c3)CC2)cc(OC)c1,-12%,15,10,-3%,0%,0%,/,0.2%,0%,/,-14
Cc1cccc(-c2nc(CSCC(=O)N3CCN(Cc4ccc5c(c4)OCO5)CC3)c(C)o2)c1,0%,1,1,4%,-3%,-1%,2,-0.4%,-22%,1%,28
CCOC(=O)c1c(C)[nH]c(C=Nc2ccc(OC)cc2)c1O,0%,0,2,-10%,-5%,8%,-6,0.0%,-8%,-4%,-8
C[C@]12C[C@H](O)[C@@H]3c4ccc(O)cc4CCC3[C@@H]1CCC2=O (stereo not given in full),/,6,-12,-8%,-3%,6%,-4,-0.2%,-2%,-4%,16
CCOC(=O)C1CCCN(S(=O)(=O)c2ccccc2)C1 (stereo not given),0%,14,-7,0%,-3%,2%,6,0.3%,-1%,2%,-11
SMILES,GALK inhibitor,KCNH2 3.1 block,KCNH2 WT inh,uPA surface inh,Eya2 phos inh,USP2a inh,FBPA coupling cs,B2AR arrestin,BCR signal inh,PKM2 activator,Giardia kill
CN(Cc1ccco1)Cc1ccc(O)c2ncccc12,/,/,/,?,-12%&-6%,1%&-2%,/,-0.3%&-1.7%,?,/,-11
COc1ccc(S(=O)(=O)N2CCC(C(=O)NCCN3CCOCC3)CC2)cc1OC,0%,-4,1,-4%,-2%,-1%,-1,-0.1%,1%,1%,13
COc1cc(-c2cc(N3C(=O)Nc4ccccc4N3O)n[nH]2)cc(OC)c1OC,0%,1,-2,16%,0%,3%,2,-0.6%,?,7%,-9
COC(=O)Nc1ccc(S(=O)(=O)NNC(=O)c2c(O)c3ccccc3[nH]c2=O)cc1,2%,4,3,3%,-2%,-1%,0,0.5%,-2%,/,13
CN(CC(=O)NCc1cccc(F)c1)C(=O)c1ccco1,0%,-4,-4,8%,13%,2%,0,-0.4%,1%,-2%,4
CC(C)CC1NC(=O)N(CC(=O)Nc2ccc(OCc3ccccc3)cc2)C1=O (stereo not given),/,-30,0,1%,-25%,-1%,/,-1.6%,-3%,/,-11
CN(C)CCN(Cc1ccccc1)c1ccccn1,0%&1%,-4,12,-13%,6%&4%,2%&7%,2&2&5,-0.4%&0.1%,-2%&-3%,-10%&3%,3
Cc1cc(=O)[nH]c(N/N=C/C=C/c2ccccc2)n1,2%,/,45,5%,-21%,-1%,-1,0.0%,?,8%,4
CCOC(=O)C1CCCN(C(=O)c2ccc(-c3ccc([N+](=O)[O-])cc3)o2)C1 (stereo not given),/,-7,-2,-28%,10%,-1%,/,-0.2%,?,/,7
COCCSc1nnc(NS(=O)(=O)Cc2ccccc2)s1,0%,-16,12,1%,-1%,1%,7,-0.1%,?,-2%,-12
O=C(OC[C@@H]1CCCN2CCCC[C@H]12)c1cc2ccccc2oc1=O,0%,6,10,0%,-3%,6%,-1,0.3%,7%,3%,3
Cc1cccc(N(CC(=O)NCc2ccco2)C(=O)CCC(=O)Nc2nccs2)c1,4%,0,-6,-3%,7%,1%,0,0.1%,0%,-3%,3
COc1cc(OC)c(C(=O)OCC(=O)c2ccc3c(c2)NC(=O)CO3)cc1OC,/,-12,0,9%,1%,5%,/,-0.2%,1%,/,0
Cc1ccc(S/C=C\C(=O)c2ccccc2)cc1,2%,-10,5,1%,6%,-2%,-1,0.2%,/,-18%,13
CC(=O)N1CCN(S(=O)(=O)c2c(F)cc(F)c(Cl)c2F)CC1,0%,20,6,-7%,1%,-3%,4,0.2%,?,0%,2
O=C(NCCc1cccc(Cl)c1)c1cc2ccccc2oc1=O,5%,-6,-4,-3%,?,-1%,1,0.2%,1%,0%,-21
CCOC(=O)CNC(=O)c1cn(CC)c(=O)c2cc(OC)c(OC)cc12,-4%,-1,-3,1%,-19%,-9%,1,0.1%,-7%,2%,0
Cc1ccc2c(c1)CC1(CN2C)C(=O)OC(C)(C)OC1=O,-2%,-6,0,/,-18%,3%,-6,0.0%,0%,-1%,15&-8
Cc1cc(C)n2nc(SC(C)C(=O)Nc3ccccc3F)nc2n1 (stereo not given),/,6,-7,0%,0%,1%,/,0.2%,3%,/,9
COc1ccc(OCC(=O)NNC(=O)C(=O)N2CCCC2)cc1,1%,4,-15,1%,-8%,4%,-1,-0.8%,-2%,-8%,-2
Cc1cccc2cc(CN(Cc3ccco3)C(=O)c3cccs3)c(=O)[nH]c12,0%,7,-3,-7%,-9%,7%,2,-0.1%,?,?,5
COCCn1c(SCC(=O)Nc2cc(C)on2)nnc1-c1ccco1,4%,3,7,-1%,8%,4%,1,0.3%,1%,-3%,15
COc1ccc(S(=O)(=O)N2CCCC(C(=O)N3CCCC3)C2)cc1OC (stereo not given),/,31,16,-1%,-1%,1%,/,-2.2%,-8%,/,-20
COc1cccc(-c2nc(-c3ccccc3)c(-c3ccccc3)[nH]2)c1OCC(=O)O,-7%,4,0,4%,?,1%,-3,0.4%,?,-7%,?
CC(C)C1OC2c3cccc4cccc(c34)C2N1c1ccccc1 (stereo not given),0%,7,-3,4%,2%,2%,-14,-0.8%,-27%,18%,5
c1csc(C2Nc3ccccc3-c3nc4ccccc4n32)c1 (stereo not given),-2%,3,7,-1%,1%,1%,-3,3.1%,6%,-7%,3

# Screening results: PubChem, National Center for Advancing Translational Sciences (NCATS)
